Screening results from PubChem BioAssay.
TRHR enhancer: TRH receptor (human) allosteric enhancement; enhancement, % at 2 µM; P34981; AID 493056; TRHR cells, fluo-8 calcium fluorescence, EC20 TRH enhancement; 0.66% of 360,000 active; in the data active = enhancement above about 30%; note: 0% is about no effect
Target sequence (P34981 whole entry, looked up): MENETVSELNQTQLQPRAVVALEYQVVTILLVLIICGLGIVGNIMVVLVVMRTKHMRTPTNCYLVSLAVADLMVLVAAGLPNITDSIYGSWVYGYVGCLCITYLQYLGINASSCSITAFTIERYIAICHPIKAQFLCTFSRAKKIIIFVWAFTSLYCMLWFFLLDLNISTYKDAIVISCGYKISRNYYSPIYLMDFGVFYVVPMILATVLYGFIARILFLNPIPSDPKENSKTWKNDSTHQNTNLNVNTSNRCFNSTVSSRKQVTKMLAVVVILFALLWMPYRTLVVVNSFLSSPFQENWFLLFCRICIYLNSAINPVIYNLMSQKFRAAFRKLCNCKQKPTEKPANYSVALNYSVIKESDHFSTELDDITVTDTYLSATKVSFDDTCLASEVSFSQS
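Enhancer read-out: after compound pinning and an initial kinetic agonist-mode read, an EC20 of TRH (10 nM final) was injected and fluo-8 calcium signal (Ex 480/Em 530) followed at 1 s/cycle for 100 cycles in TRHR-expressing cells.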
D1 PAM: potentiators of human D1 dopamine receptor | P21728 | HEK293 TREx D1 cells, calcium flux, dopamine EC20 potentiation | potentiation, % at 10 µM | 0.036% of 360,000 active | AID 504651; in the data active = potentiation above about 30%; note: 0% is about no effect
Target sequence (P21728 whole entry, looked up): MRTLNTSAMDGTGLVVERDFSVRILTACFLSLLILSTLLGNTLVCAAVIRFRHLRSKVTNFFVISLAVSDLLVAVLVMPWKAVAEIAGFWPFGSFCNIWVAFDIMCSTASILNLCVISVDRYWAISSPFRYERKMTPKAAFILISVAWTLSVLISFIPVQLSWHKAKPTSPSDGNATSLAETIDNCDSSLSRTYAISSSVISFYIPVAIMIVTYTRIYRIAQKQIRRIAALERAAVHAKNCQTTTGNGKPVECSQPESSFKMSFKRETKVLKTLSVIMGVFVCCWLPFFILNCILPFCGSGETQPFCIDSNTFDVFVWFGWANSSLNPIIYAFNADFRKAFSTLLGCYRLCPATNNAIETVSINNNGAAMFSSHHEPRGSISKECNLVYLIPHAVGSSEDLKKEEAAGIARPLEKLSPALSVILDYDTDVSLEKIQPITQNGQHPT
D1 agonist: human D1 receptor agonism; P21728; HEK293 T-REx D1 cells, calcium flux, agonist mode; activation, % at 2 µM; 1% of 360,000 active; AID 504660; in the data active = activation above about 30%; note: 0% is about no effect
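Agonism was scored from calcium flux recorded over 180 s (1 read/s) after pintool compound addition, following a 10-cycle baseline. Cells were inducible force-coupled HEK293 TREx D1, plated overnight at 30 C and loaded with no-wash calcium dye.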
D1 antagonist: blocks dopamine activation of the human D1 receptor; P21728; 3.2% of 360,000 active; HEK293 TREx D1 cells, calcium flux, dopamine EC80; hits give low values; activity change, negative = inhibition, % at 10 µM; in the data active = activity change below about -30%; note: % is set by controls: 0 for no effect and ±100 for the full control effect
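Calcium flux readout: force-coupled, inducible Hek293 Trex D1 line, cells induced overnight at 30 C with tetracycline, dye-loaded 30–90 min at RT. Antagonism scored against EC80 dopamine challenge given 180 s after compound.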
D2 potentiator: positive allosteric modulators of human D2 dopamine receptor | HEK293 T-REx D2, calcium flux, EC20 dopamine potentiation | potentiation, % at 10 µM | 0.34% of 340,000 active | AID 485347;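 active = potentiation over 3 SD above the plate norm, cut at about 30% in these data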; note: 0% is about no effect
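Potentiation of an EC20 dopamine calcium response measured kinetically over 180 s, after a preceding 180 s compound-only read flagging agonists. Cells: inducible Hek293 Trex D2 line, 4000/well, cultured overnight at 30 C before dye loading.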
RXFP1 agonist: RXFP1 (human) receptor agonism | HEK293T-RXFP1 cAMP TR-FRET, 30 min; response scale: percent of porcine relaxin response, buffer zero | Potency, µM (doses to about 57.5 µM), for the others: top-dose activation, usual class: activators | 0.3% of 370,000 active | AID 2676; active = well fitted activation curve with a large enough effect; note: potency is the fitted concentration of half-maximal effect; % is set by controls: 0 for no effect and ±100 for the full control effect; nearly all actives have a fitted effect of over 60% in size; many of its hits are not listed in these tables
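cAMP rise read by TR-FRET after 30 min, 37C compound exposure (up to 58 uM) in RXFP1-transfected HEK293 cells with Ro 20174 present. EC50 from Hill-equation fits, with 29 nM porcine relaxin as 100% and buffer as basal.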
D2 antagonist: D2 dopamine receptor (human) antagonism; P14416; inhibition, % at 10 µM; 2% of 340,000 active; HEK293 TREx D2 cells, calcium flux, dopamine EC80; in the data active = inhibition above about 30%; note: 0% is about no effect
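Calcium mobilization kinetics were recorded at 1 s intervals in tetracycline-induced HEK293 T-REx D2 cells, first for 180 s after compound addition and then 180 s after EC80 dopamine.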
D2 agonist: agonists of human D2 dopamine receptor. 0.53% of 340,000 active. AID 485358. activation, % at 2 µM. HEK293 T-REx D2 cells, calcium flux agonist mode;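 active = activation over 3 SD above normal in the single-dose calcium agonist read, cut at about 30% in these data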; note: 0% is about no effect
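Tetracycline-induced HEK293 T-REx cells with force-coupled D2 receptor, plated overnight at 30 C, loaded with no-wash calcium dye. After a 10 s baseline, compound was pin-added and calcium flux read kinetically for 180 s; calcium rises flagged agonists.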
RXFP1 antag: antagonists of human relaxin receptor RXFP1; HEK293-RXFP1, relaxin-stimulated cAMP HTRF, 30 min; hits give low values; AID 1259400; 0.59% of 350,000 active; activity change, negative = inhibition, % at 57.5 µM; Q9HBX9;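 active = activity change of -60% or lower, but not beyond a set lower limit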; note: % is set by controls: 0 for no effect and ±100 for the full control effect
Starred values were filed as active, the others as inactive; . = no result given.

Sample of the layout:
SMILES | TRHR enhancer | D1 PAM | D1 agonist | D1 antagonist | D2 potentiator | RXFP1 agonist | D2 antagonist | D2 agonist | RXFP1 antag
O=C(Nc1ccc(Br)cc1F)c1cccnc1 | 6 | 0 | 3 | 9 | -13 | 7.4% | 1 | -0.3 | -1
O=C(O)c1ccccc1Nc1ccc([N+](=O)[O-])cc1C(=O)O | -3 | -2 | 2 | 10 | . | 0.0% | . | . | -2
N#CCCN1CCN(Cc2cc(-c3ccccc3)ccc2O)CC1 | 16 | -6 | 11 | -16 | -30 | -0.6% | 65* | 0.5 | 23
Cc1cc(C)n(-c2ccc3nncn3n2)n1 | 7 | -2 | 2 | -4 | 18 | -2.1% | 17 | 0.3 | -7
COc1cccc(OCc2nc3ccccc3[nH]2)c1 | 1 | -1 | 3 | -11 | -15 | 0.1% | 12 | -0.1 | .

The list itself, repeating the preview:
SMILES | TRHR enhancer | D1 PAM | D1 agonist | D1 antagonist | D2 potentiator | RXFP1 agonist | D2 antagonist | D2 agonist | RXFP1 antag
O=C(Nc1ccc(Br)cc1F)c1cccnc1 | 6 | 0 | 3 | 9 | -13 | 7.4% | 1 | -0.3 | -1
O=C(O)c1ccccc1Nc1ccc([N+](=O)[O-])cc1C(=O)O | -3 | -2 | 2 | 10 | . | 0.0% | . | . | -2
N#CCCN1CCN(Cc2cc(-c3ccccc3)ccc2O)CC1 | 16 | -6 | 11 | -16 | -30 | -0.6% | 65* | 0.5 | 23
Cc1cc(C)n(-c2ccc3nncn3n2)n1 | 7 | -2 | 2 | -4 | 18 | -2.1% | 17 | 0.3 | -7
COc1cccc(OCc2nc3ccccc3[nH]2)c1 | 1 | -1 | 3 | -11 | -15 | 0.1% | 12 | -0.1 | .
Cn1cc(SCC(N)=O)c2ccccc21 | 3 | -2 | 0 | 10 | -6 | 0.9% | -3 | 0.4 | -6
O=S(=O)(c1ccccc1)N1CCSC1c1ccco1 (stereo not given) | 34* | -5 | 2 | -44* | 3 | 2.5% | -15 | -0.7 | 4
Cc1ccc(NC(=S)N/N=C/c2c(C)[nH]c3ccccc23)cc1 | 4 | -4 | 3 | -15 | 3 | 1.6% | -3 | 0.9 | 1
CCCn1c(=O)c(C(=O)Nc2ccccc2C)c(O)c2ccccc21 | -2 | 7 | 1 | 0 | -6 | 0.7% | 2 | -0.1 | -5
C=CCNC(=O)COc1ccc(Br)cc1Cl | -4 | 4 | 0 | 1 | 0 | 2.1% | -4 | -0.1 | -13
CCCn1c(CNC(=O)c2cccs2)nc2ccccc21 | 1 | . | 1 | -8 | -10 | 1.9% | . | . | -6
Cc1nc(-c2ccccc2)sc1-c1n[nH]c(=S)n1C | -1 | -12 | -1 | 1 | 41* | 1.9% | -5 | 0.7 | -7
COc1ccc(NC(=O)COC(=O)CNC(=O)COc2ccccc2)cc1OC | 2 | 1 | 5 | -1 | 7 | -0.2% | 1 | 0.0 | -10
O=C(NCc1ccco1)c1ccc2c(c1)N(Cc1ccc(Cl)cc1)C(=O)c1ccccc1S2 | -2 | 1 | 2 | -4 | 19 | -1.6% | . | 0.2 | -8
Cc1ccc(S(=O)(=O)NN=C2C3CC4CC(C3)CC2C4)cc1[N+](=O)[O-] | 11 | -9 | -2 | 1 | 9 | 2.9% | -9 | 1.3 | 20
CCC(CO)Nc1ccc(-c2n[nH]c(=O)c3ccccc23)cc1[N+](=O)[O-] (stereo not given) | -1 | -1 | -1 | 4 | 14 | -1.9% | -16 | 0.1 | 4
COc1ccc2nc(C)cc(SCC(=O)NNC(=O)COc3cccc4ccccc34)c2c1 | -4 | -4 | 2 | -1 | -5 | -1.3% | 3 | -0.5 | 19
Cc1ccccc1CS(=O)(=O)c1snnc1C | 5 | -6 | 1 | 0 | . | -1.6% | . | . | 7
CC(C)(C)c1ccc(C(=O)Nc2nnc(C3=COCCO3)o2)cc1 | -2 | -8 | 1 | -6 | -5 | 1.0% | -9 | 0.0 | -5
O=C(/C=C/c1ccccc1)N(Cc1cccs1)C1CCS(=O)(=O)C1 (stereo not given) | -14 | 10 | 8 | 5 | -7 | -4.6% | 12 | -0.1 | -6
COC(=O)Cc1c(O)ccn(CCc2ccc(S(N)(=O)=O)cc2)c1=O | 2 | -9 | 9 | 3 | 0 | -0.7% | -12 | -0.6 | 11
N#Cc1nc(-c2ccccc2Cl)oc1NCc1ccco1 | 2 | 2 | 1 | 23 | 11 | 2.6% | 3 | 1.1 | 13
CCOC(=O)c1ccccc1NC(=O)CN(c1cc(C(F)(F)F)ccc1Cl)S(C)(=O)=O | 1 | 0 | 7 | 16 | 2 | 0.8% | . | . | .
COc1ccccc1NS(=O)(=O)c1cccc(NC(=O)c2nc3nc(C)cc(C)n3n2)c1 | 4 | -1 | 0 | 0 | 11 | -0.2% | -19 | -1.1 | -1
O=C(CSc1nnc(COc2cccc3ccccc23)o1)N1c2ccccc2CCc2ccccc21 | 0 | -4 | 5 | -6 | 5 | 3.2% | -5 | 1.0 | -4
CC(C)(C)OC(=O)NCC(=O)Oc1cc2oc(=O)cc(-c3ccccc3)c2cc1Cl | -2 | 1 | 6 | -3 | -2 | 4.1% | -8 | 0.7 | 2
O=C(COc1ccc2ccccc2c1)NNC(=O)Nc1ccccc1F | -2 | -4 | 2 | 0 | -2 | -0.9% | -6 | 0.3 | -19
CCc1ccc(N(C(=O)c2csnn2)C(C(=O)NC2CCCCC2)c2cccnc2)cc1 (stereo not given) | 21 | -4 | 7 | 4 | -3 | 0.4% | -15 | -0.6 | 1
Cc1ccc(NC(=O)C2CC(=O)N(C(C)C)C2)cc1C (stereo not given) | 2 | -13 | -1 | -8 | -7 | -5.2% | -2 | 0.0 | -24
CCOc1ccc(C(CC(=O)O)NC(=O)COc2ccccc2OC)cc1OC (stereo not given) | 2 | -2 | 3 | 9 | 2 | 0.8% | -7 | 0.8 | -11
FC(F)(F)c1cccc(NC(=S)N2CCN(c3cccc(C(F)(F)F)c3)CC2)c1 | 2 | -6 | 2 | -7 | -13 | -2.0% | 2 | 0.4 | -7
Cc1ccc(C(=O)c2cc3ccccc3o2)cc1[N+](=O)[O-] | -1 | -6 | 2 | . | . | 3.3% | . | . | 5
CSc1nnc(CCCCCCCCc2nnc(SC)o2)o1 | -3 | -3 | 5 | 7 | -4 | 1.9% | -18 | -0.1 | 2
CC1CN(C(=O)c2ccccc2)c2ccccc2NC1=O (stereo not given) | 0 | 0 | 3 | -9 | 1 | -0.3% | 3 | 0.6 | 3
COc1ccccc1C(=O)NC(=S)Nc1ccc(N2CCN(C(=O)c3ccco3)CC2)cc1 | 10 | -2 | 2 | -4 | 9 | 0.2% | -15 | -2.2 | -1
O=C(NCc1ccc(Cl)cc1)c1noc2c1CCCCC2 | 4 | 0 | 1 | -3 | -12 | 0.2% | 9 | -0.7 | 4
O=C(N/N=C/C=C\c1ccccc1)c1cnccn1 | 7 | -4 | 1 | 6 | -7 | 0.2% | 12 | 3.8 | -1
Cc1ccc(S(=O)(=O)N(CC(=O)NCCSc2ccc(Cl)cc2)c2ccccc2C)cc1 | -4 | -5 | 5 | 5 | 8 | 0.0% | . | -0.5 | .
Fc1ccccc1/C=N/n1c(-c2cccnc2)n[nH]c1=S | 2 | 4 | 3 | 4 | 2 | -0.7% | 21 | 2.1 | -17
CC(C)CCC(O)(c1ccccc1)C(CN1CCOCC1)c1ccccc1 (stereo not given) | -6 | -1 | 3 | 23 | 23 | -0.6% | -4 | -0.1 | -80*
COc1cc(NC(=O)c2ccc(C)cc2)c(OC)cc1NC(=O)CN1CCCCC1 | 2 | -1 | 2 | -5 | 11 | 0.4% | -9 | 2.7 | -4
COc1ccccc1C(=O)C1CCCN(C(=O)CN2CCCCC2=O)C1 (stereo not given) | -1 | 4 | -1 | -13 | . | 2.8% | . | . | -7
Cc1ccccc1C(=O)N[C@H](C(=O)OCC(=O)c1ccc[nH]1)C(C)C | -4 | 2 | 1 | 7 | -4 | 0.2% | -7 | -1.6 | 3
COc1ccc(CNC(=O)c2sccc2C)cc1 | 4 | -2 | 8 | 7 | 11 | -2.2% | -6 | 1.9 | 14
CCn1c(SCC(=O)NNC(=O)c2ccc(OC)cc2)nnc1-c1ccco1 | 17 | -3 | 3 | -14 | -7 | -1.1% | -11 | -0.6 | -4
O=C(N/N=C\c1ccccn1)c1ccccc1O | -2 | 3 | 6 | 1 | . | -3.0% | . | . | -6
COC(=O)c1ccc(CSc2nc3c(cnn3-c3ccc(F)cc3)c(=O)[nH]2)o1 | 4 | 4 | -3 | 8 | 26 | 2.1% | -10 | 2.3 | 24
COC(=O)C(CSCc1ccccc1)NC(=O)CSc1nc(C)cc(=O)[nH]1 (stereo not given) | 3 | 0 | 1 | 6 | 7 | -2.0% | 15 | 1.1 | -6
COc1ccc(C(=O)NC(=S)Nc2ccc(S(=O)(=O)Nc3cc(OC)nc(OC)n3)cc2)cc1 | 0 | -2 | 1 | 4 | -5 | 0.2% | -25 | -0.4 | -40
Cc1ccc(S(=O)(=O)N(CC(O)CN2CCCCC2)c2ccccc2)cc1 (stereo not given) | 24 | -3 | -1 | -13 | -16 | 1.5% | 6 | -1.4 | .
CCOC(=O)c1ccccc1NC(=O)N[C@@H](C)C(=O)OC | -5 | 2 | 5 | -5 | -7 | 0.7% | 3 | -0.3 | 0
S=C(Nc1ccc2cn[nH]c2c1)Nc1ccccc1Cl | -3 | -7 | 3 | -7 | 12 | -0.1% | -7 | -0.1 | -5
CC1(C)C2([N+](=O)[O-])CN3CC1([N+](=O)[O-])CN(C2)C3C(O)C(O)C(O)CO (stereo not given) | 31* | -3 | 2 | 8 | -5 | 1.5% | -3 | 0.8 | -6
Cc1cc(SCCC(=O)O)nc2ccccc12 | 18 | -2 | 2 | 0 | 8 | 19% | -8 | 1.3 | 22
COCCOC(=O)c1c(C)n(C)c2ccc(OC(=O)c3ccccc3OC)cc12 | -1 | 0 | 2 | -1 | 4 | -1.1% | -3 | 1.7 | 4
O=C(NCCCN1CCOCC1)c1ccc(Sc2ccccc2Cl)c([N+](=O)[O-])c1 | -3 | -5 | 9 | 3 | -2 | 4.4% | -5 | -1.0 | -10
Cn1c(SCc2cccc(Br)c2)nc2ccccc2c1=O | -8 | 1 | 11 | -7 | 7 | 0.7% | 18 | 0.7 | -5
COC(=O)C(Cc1ccccc1)NC(=O)COc1ccc(C(C)(C)C)cc1 (stereo not given) | -14 | -3 | 14 | -28 | -2 | -0.4% | -3 | 0.3 | -1
COc1ccc(C(=O)Nc2ccccc2C(=O)NCc2cccnc2)cc1 | -6 | -3 | 1 | -7 | 8 | 0.2% | 3 | -0.3 | -4

A portion of the library. The share of hits here may be higher or lower than overall.
